Bioassay records as filed in PubChem.
RGS4-Gao reg: modulates binding of RGS4 to human Galphao. P09471. Multiplexed bead flow cytometry; actives lie on both sides. binding response (% of control), % at 10 µM. actives 0.33% (n = 220,000). AID 1415; in the data active = binding response below about 49% or above about 150%; inactive = in between;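 also: fluorescent Galphao activated with aluminum fluoride binding bead-coupled RGS4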
Target sequence (P09471 whole entry, looked up): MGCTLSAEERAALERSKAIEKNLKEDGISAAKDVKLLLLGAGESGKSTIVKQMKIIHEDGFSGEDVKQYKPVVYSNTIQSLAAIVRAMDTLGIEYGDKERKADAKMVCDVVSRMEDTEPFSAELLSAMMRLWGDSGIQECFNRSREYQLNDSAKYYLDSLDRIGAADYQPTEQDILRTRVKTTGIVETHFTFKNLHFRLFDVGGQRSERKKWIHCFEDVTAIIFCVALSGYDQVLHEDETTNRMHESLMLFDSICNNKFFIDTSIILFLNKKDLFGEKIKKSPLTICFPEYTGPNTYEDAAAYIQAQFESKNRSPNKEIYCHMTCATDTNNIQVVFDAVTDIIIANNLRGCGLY
Mcl1 Noxa PPI: Mcl-1/Noxa interaction inhibition; Q07820; TR-FRET Mcl-1/Noxa peptide binding, 2 h; inhibition, % at 21.7 µM; actives 1.5% (n = 220,000);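 active = compounds that cut the protein-peptide binding signal by more than 50% relative to plate controls in a single-dose test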;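 also: His-tagged Mcl-1 with rhodamine Noxa BH3 peptide and terbium anti-His antibody; 0% = Mcl-1 plus Noxa peptide wells and 100% = peptide-only wells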
Target sequence (Q07820 whole entry, looked up): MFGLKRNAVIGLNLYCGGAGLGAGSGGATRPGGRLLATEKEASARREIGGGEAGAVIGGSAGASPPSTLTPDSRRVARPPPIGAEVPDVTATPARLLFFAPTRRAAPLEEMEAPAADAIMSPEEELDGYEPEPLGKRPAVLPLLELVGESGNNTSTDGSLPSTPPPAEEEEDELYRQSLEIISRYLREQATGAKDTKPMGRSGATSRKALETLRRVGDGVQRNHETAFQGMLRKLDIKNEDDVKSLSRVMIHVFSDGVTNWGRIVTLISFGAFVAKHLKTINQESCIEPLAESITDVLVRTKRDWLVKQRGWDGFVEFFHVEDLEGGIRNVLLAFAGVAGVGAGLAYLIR
Mcl1-Bid inh: Mcl-1/Bid interaction inhibition; Q07820; TR-FRET Mcl-1/Bid-Dy647 peptide binding, 1536-well; inhibition, % at 21.7 µM; actives 0.97% (n = 220,000); AID 1021;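 active = compounds that cut the binding signal by more than half at the single screening dose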;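 also: His-tagged Mcl-1 with europium anti-His antibody binding Bid BH3 peptide; 0% = Mcl-1 plus peptide wells and 100% = peptide-only wells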
Mcl-1 Bim block: disrupts Bim peptide binding to human Mcl-1; Q07820; Bead-based flow cytometry, Bim peptide-Mcl-1 binding; inhibition, % at 10 µM; actives 0.1% (n = 190,000); AID 1009; in the data active = inhibition above about 40%;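 also: 0% = no compound tracer wells and 100% = peptide blocker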
Avidin bead fluor: compound fluoresces at 488/530 nm on avidin beads. fluorescence (KMESF) at 10 µM. AID 1775. actives 0.38% (n = 220,000). compound fluorescence 488/530 nm, flow cytometry; hits give high values; in the data active = fluorescence above about 47; also: inactives centre near 10
GSH fluor: compound fluoresces at 488/530 nm on GSH beads; actives 0.25% (n = 190,000); fluorescence (KMESF) at 10 µM; AID 1776; GSH beads flow cytometry, compound fluorescence 488/530 nm; hits give high values; in the data active = fluorescence above about 89;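 also: glutathione beads carrying GST-tagged Bcl family fusion proteins plus one bare bead set; values are compound well signal with DMSO vehicle wells as background; inactives centre near 16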
RGS8-Gao reg: human RGS8-Galphao interaction regulation; AID 1423; P09471; multiplexed bead flow cytometry, RGS8-Galphao binding; actives lie on both sides; actives 0.34% (n = 220,000); response (percent of control binding), % at 10 µM; in the data active = response below about 60% or above about 140%; inactive = in between;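 also: Galphao activated as the GDP aluminium fluoride complex binding bead-coupled RGS8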
RGS7-Gao: human RGS7-Galphao interaction regulation; P09471; Multiplexed bead flow cytometry, RGS7-Galphao binding; actives lie on both sides; binding response (% of control), % at 10 µM; actives 0.35% (n = 220,000); in the data active = binding response below about 49% or above about 150%; inconclusive = no clear call, values can overlap the other calls; inactive = in between;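 also: fluorescent Galphao held in activated GDP-AlF4 state binding bead-coupled RGS7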
ABCG2 inh: human ABCG2 inhibition, ABCB1 as counter-screen. Q9UNQ0. AID 1325. inhibition, % at 6.6 µM. actives 0.1% (n = 190,000). IgMXP3 cells, JC-1 efflux, flow cytometry;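 active = inhibition above 80%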;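 also: 0% = DMSO and 100% = nicardipine control wells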
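Read-out basis: Efflux inhibition in percent versus controls | Test system: ABCG2 IgMXP3 and barcoded ABCB1 CCRF-Adr cell mix | Quantity: 3 million cells/mL in well | Schedule: 10 min at 25 °C | Control set: Nicardipine as high control, DMSO as low control | Reagent: JC-1 as fluorescent efflux pump substrate | Signal: Flow cytometry of retained JC-1 fluorescence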
ABCB1 inh: human ABCB1 inhibition, ABCG2 as counter-screen | P08183 | CCRF-Adr cells, JC-1 efflux, flow cytometry | inhibition, % at 6.6 µM | actives 0.067% (n = 190,000) | AID 1326; in the data active = inhibition above about 40%;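 also: 0% = vehicle and 100% = reference inhibitor; higher value means more JC-1 retained so stronger ABCB1 efflux block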
Pf gamet viab: P. falciparum stage V gametocyte viability inhibition; P. falciparum stage V gametocytes, ATP luminescence, 24 h; inhibition, % at 10.9 µM; actives 0.065% (n = 150,000); AID 743093;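 active = inhibition above the mean plus 3 SD of compounds within the control limits, set per campaign, cut at about 38% in these data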;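 also: 0% = DMSO wells and 100% = medium only without gametocytes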
The depositor's hits bear a star; ? = inconclusive; · = no result given. This is a random part of the collection. Share with any hit: about 3.3%.

molecule	RGS4-Gao reg	Mcl1 Noxa PPI	Mcl1-Bid inh	Mcl-1 Bim block	Avidin bead fluor	GSH fluor	RGS8-Gao reg	RGS7-Gao	ABCG2 inh	ABCB1 inh	Pf gamet viab
COc1ccc(-c2c[n+](CC(=O)c3cccs3)c3n2CCC3)cc1	94	9	-41	·	8	·	96	?	·	·	5
O=C(NCC1CCCO1)C1CCCN(c2ncccn2)C1 (stereo not given)	101	-11	-2	0	35	26	98	101	-1	0.2	8
COc1ccc(-c2nnn(CC(=O)N(CCN3CCOCC3)C(C(=O)NC3CCCC3)c3ccco3)n2)cc1 (stereo not given)	97	16	-26	-1	10	28	100	?	4	0.6	3
COC(=O)C1=NN(C(=O)c2ccc(C)cc2)C(O)(c2ccc(Cl)cc2)C1 (stereo not given)	102	9	-36	0	8	25	103	102	4	1.0	·
CSc1nc(C)c2cc(C)oc2n1	96	5	10	-4	34	24	99	98	14	1.8	8
COC(=O)c1ccc(NC(=O)Nc2ccc(F)c(Cl)c2)cc1	106	-14	-9	2	11	11	103	106	-9	-8.1	11
COc1ccc(N(C(C)C(=O)N/N=C/c2ccc(OCC(C)C)cc2)S(C)(=O)=O)cc1 (stereo not given)	99	-1	-5	-6	5	10	102	96	5	2.0	12
O=C(O)CCN1C(=O)c2ccc(NC(=O)c3cccs3)cc2C1=O	102	20	9	-1	21	11	97	100	0	-0.2	·
CCCCOc1ccc(-c2ncc(Cl)cn2)cc1	101	6	-12	0	12	9	100	100	3	0.5	1
N#CCCn1cc(C=C(C#N)C#N)c(-c2ccc(-c3ccccc3)cc2)n1	105	-32	-30	-2	15	8	102	102	-7	-0.7	0
O=C(Cn1cccc1C(=O)c1ccccc1)NCCCN1CCc2ccccc2C1	92	6	-32	-2	6	19	92	93	1	0.7	26
COc1ccc(-c2[nH]ncc2/C=N\NS(=O)(=O)c2ccc(Cl)cc2)cc1	101	-9	-1	-1	11	23	103	98	6	-0.5	·
CSc1cccc(NC(=O)Nc2ccccc2)c1	99	6	-22	-2	7	69	99	97	1	0.1	·
CCOc1cc(C(=O)OCC(=O)c2c[nH]c3ccccc23)ccc1OCC(=O)N1CCOCC1	102	20	-16	0	11	24	97	99	13	1.3	-16
Fc1ccc(C(CCCn2nnc(-c3cccnc3)n2)c2ccc(F)cc2)cc1	99	-1	25	-4	15	26	99	97	17	-0.5	·
O=C(NCCCCNC(=O)c1c(F)c(F)c(F)c(F)c1F)c1c(F)c(F)c(F)c(F)c1F	103	4	-10	-1	16	24	105	100	2	0.8	-13
CCN(CC)CCCN(Cc1cc2cc3c(cc2[nH]c1=O)OCO3)C(=S)Nc1ccccc1	97	10	-28	-6	9	52	102	98	0	-0.4	4
CCOC(=O)c1ccccc1Nc1cc(C)nc2nc(C)nn12	103	58*	-16	0	7	27	101	102	3	0.5	·
O=C(Nc1ncn[nH]1)c1ccc(S(=O)(=O)N2CCOCC2)cc1	101	-6	-20	2	8	19	103	?	-1	-0.4	-33
Cc1snc(SCC(=O)N/N=C(\N)COc2cccc(C(F)(F)F)c2)c1C#N	91	10	-64	-2	16	11	96	98	6	1.1	-8
Cc1ccc(S(=O)(=O)c2nc(-c3ccc(F)cc3)oc2SCC(N)=O)cc1	99	20	19	-6	35	27	101	100	-7	-0.2	-42
N#Cc1cc([N+](=O)[O-])c(-n2nnc3ccccc32)c([N+](=O)[O-])c1	100	36	-27	-3	15	15	95	97	1	0.3	·
CC(C)C[C@H](NC(=O)c1[nH]cnc1C(=O)N[C@H](C)c1ccccc1)C(=O)OC(C)(C)C	102	-38	-11	4	6	16	104	101	6	2.0	-8
CCc1c(C)c2nncn2[nH]c1=O	100	16	6	3	41	11	100	122	0	0.1	-6
CCc1ncc(/C=C2\C(=O)Nc3ccccc32)[nH]1	107	3	-21	·	8	·	104	?	·	·	-7
Cc1c(/C=C(\C#N)c2nn(-c3ccccc3)c(N)c2C#N)c2ccccc2n1Cc1ccc(F)cc1	102	-3	-7	0	10	21	96	100	2	0.1	·
COCCN(C(=O)Cc1cccs1)C(C(=O)NC1CCCC1)c1ccc(OC)c(OC)c1 (stereo not given)	99	-4	1	3	15	25	100	100	2	1.8	14
CCc1ccccc1NC(=O)C(Cc1cccc(OC)c1OC)c1nn[nH]n1 (stereo not given)	102	-2	16	-3	8	51	101	102	2	0.9	11
CCC1=Nc2cc(C(=O)O)ccc2Sc2ccc(Cl)cc21	102	-3	-6	-2	7	18	102	101	3	0.1	·
CCNC(=O)CC1SC(=Nc2ccc(C)cc2)NC1=O (stereo not given)	102	8	-11	0	3	8	101	103	1	0.7	18
COC(=O)c1ccc(S(=O)(=O)NCCc2ccccc2OC)n1C	95	1	1	·	5	·	101	?	·	·	-5
COn1c(=O)c(-c2cccs2)[n+]([O-])c2ccccc21	97	11	9	-3	7	20	99	99	2	1.1	·
COc1ccc(OC(=O)c2cc3ccccc3o2)cc1	100	1	-10	-5	20	25	100	98	21	0.7	-5
Cc1ccc(S(=O)(=O)N/N=C\c2cc([N+](=O)[O-])ccc2Cl)cc1	102	6	-17	-3	26	34	101	105	2	0.4	20
CCOC(=O)c1cc2c(ccn2C)n1CC(=O)N1CCN(c2ccccc2OC)CC1	75	12	-31	-3	1	39	91	86	0	0.5	·
COCCNCCOc1ccccc1-c1ccccc1	102	-1	34	10	7	39	103	99	2	0.9	·
CCN1CCN(CC(=O)Nc2sc3c(c2C#N)CCC(C)C3)CC1 (stereo not given)	105	23	-59	-8	26	9	113	110	3	1.8	·
O=C(NCc1ccco1)/C(=C/c1ccc(C(F)(F)F)cc1)c1nc2ccccc2[nH]1	98	11	-23	-1	13	5	100	94	-1	-0.3	-22
Cc1ccc(S(=O)(=O)NC(C)(C)CSc2ccccn2)cc1	87	1	-12	-6	1	9	64	92	5	0.7	-22
N#C/C(=C(/O)COC(=O)CCC1CCCCC1)c1nc2ccccc2[nH]1	96	-7	-29	-3	9	39	101	98	0	-0.1	·
CCNS(=O)(=O)c1ccc(NC(=S)NCc2ccco2)cc1	96	24	-55	-10	14	10	96	100	1	-0.4	·
COCCNCC(=O)Nc1ccc(C)c(S(=O)(=O)N2CCCCC2)c1	101	25	5	0	24	12	102	103	1	0.4	8
C=CCNS(=O)(=O)c1ccc2c(c1)n(C)c(=O)n2C	100	-13	-11	3	10	10	102	103	0	-0.2	9
FC(F)(F)c1nc(N2CCCC2)ncc1-c1nnnn1-c1ccccc1	94	9	-10	1	18	9	99	101	2	0.9	·
CN(C)c1ccc(C(=S)NCc2ccco2)cc1	92	22	5	-11	4	23	89	119	6	0.3	14
Cc1c(NC(=O)c2cc3ccccc3oc2=O)c(=O)n(-c2ccccc2)n1C	91	-6	4	-3	31	25	97	95	11	1.4	·
CCc1nnc(NC(=O)C(NC(=O)c2ccccc2Cl)C(C)C)s1 (stereo not given)	101	12	-9	0	9	15	102	104	1	0.4	·
Cc1cc2ccccc2cc(C)c1=O	106	2	-8	-1	12	30	106	103	0	-0.1	·
Cc1nc2nc[nH]n2c(=O)c1NS(=O)(=O)c1ccc(C(C)(C)C)cc1	95	0	-1	1	9	10	100	94	1	0.0	-2
CC(C)Nc1nc(NC(C)C)nc(NS(=O)(=O)c2ccc(N)cc2)n1	104	-12	1	·	8	28	106	103	1	1.4	8
COc1ccc(Cl)cc1N1C(=O)/C(=C\c2sccc2C)N=C1SCC(=O)NC1CC1	93	8	-25	3	4	15	98	95	0	1.4	-10
O=C(Cc1cc(=O)[nH]c(=O)[nH]1)NCC1CCCO1 (stereo not given)	94	3	-7	-2	4	20	83	96	-1	-0.2	·
Cc1ccc(N2C(=O)C(CN3CCCCC3)C2c2ccccc2)cc1 (stereo not given)	102	12	-11	-1	20	14	103	103	4	1.6	16
Cc1noc(N)c1C(=O)Nc1ccc(F)cc1	103	5	-11	-1	12	8	103	100	6	1.4	-18
Cc1cc(C)c2nc3s/c(=C/c4ccccc4)c(=O)n3c2c1	96	-14	-19	-7	10	21	79	129	-1	-1.2	·
COc1cccc(/C=N/NC(=O)CCn2c3ccccc3c3ccccc32)c1	100	30	4	-8	12	12	101	103	14	0.3	7
COc1cccc(C2CC(C(F)(F)F)n3ncc(C(=O)NCC4CCCO4)c3N2)c1 (stereo not given)	96	25	-6	-5	8	5	100	98	1	0.3	·
